# Screening data from PubChem.
# GCN5L2 inh: blocks human GCN5L2 histone acetyltransferase; Q92830; GCN5L2 HAT assay, ThioGlo1 CoA-SH fluorescence; Potency, µM (top dose mostly 58.9 µM), for inactives: at the highest dose activity change, negative = inhibition, hits mostly inhibitors; hit rate 0.21% among 390,000; AID 504327
# Target sequence (Q92830 whole entry, looked up): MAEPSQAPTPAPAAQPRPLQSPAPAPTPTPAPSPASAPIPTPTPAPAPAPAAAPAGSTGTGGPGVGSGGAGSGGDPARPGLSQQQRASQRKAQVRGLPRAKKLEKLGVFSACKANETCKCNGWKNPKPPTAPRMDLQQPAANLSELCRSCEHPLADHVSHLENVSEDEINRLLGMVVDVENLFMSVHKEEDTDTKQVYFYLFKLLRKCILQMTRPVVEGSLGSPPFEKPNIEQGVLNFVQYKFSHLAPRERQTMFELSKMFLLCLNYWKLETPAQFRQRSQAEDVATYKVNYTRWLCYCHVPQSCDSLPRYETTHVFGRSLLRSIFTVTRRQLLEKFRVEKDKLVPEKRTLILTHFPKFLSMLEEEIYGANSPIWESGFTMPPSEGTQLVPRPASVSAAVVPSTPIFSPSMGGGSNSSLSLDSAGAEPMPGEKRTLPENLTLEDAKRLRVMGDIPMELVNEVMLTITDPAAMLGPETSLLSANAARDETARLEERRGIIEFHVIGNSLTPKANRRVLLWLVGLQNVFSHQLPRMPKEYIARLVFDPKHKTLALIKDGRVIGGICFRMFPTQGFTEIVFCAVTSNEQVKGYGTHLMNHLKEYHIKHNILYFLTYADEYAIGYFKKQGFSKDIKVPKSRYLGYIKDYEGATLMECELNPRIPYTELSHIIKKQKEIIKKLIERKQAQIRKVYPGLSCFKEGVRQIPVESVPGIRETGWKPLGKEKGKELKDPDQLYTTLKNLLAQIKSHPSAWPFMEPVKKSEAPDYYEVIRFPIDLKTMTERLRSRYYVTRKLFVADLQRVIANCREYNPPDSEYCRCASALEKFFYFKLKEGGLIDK
#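 Preincubate 20nM GCN5L2 with compound 15 min, RT → add 50uM ThioGlo1 + 75uM H3(1-25) + 70uM acetyl-CoA → read fluorescence 0 and 20 min. Primary qHTS; fluorescent artifacts likely.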
# TDP1 cell CPT: growth inhibition of DT40 Tdp1-/-;hTDP1 cells with camptothecin (screen for TDP1 inhibitors); hit rate 12% among 420,000; chicken DT40 Tdp1-/-;hTDP1 cells + 20 nM CPT, ATP luminescence, 48 h; Potency, µM (top dose mostly 46.2 µM), for the others: top-dose activity change, negative = growth inhibition, most hits filed as inhibitors; also: nearly all actives have a fitted effect of over 55% in size
#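 Chicken DT40 Tdp1-/- cells stably complemented with human TDP1 were seeded at 400 cells/well in medium containing 20 nM camptothecin, exposed to pin-transferred compounds, and grown at 37 °C for at least 48 hr. Viability was read as ATP luminescence.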
# TDP1 cell noCPT: qHTS for Inhibitors of human tyrosyl-DNA phosphodiesterase 1 (TDP1): qHTS in cells in absence of CPT. DT40 Tdp1-/- hTDP1 cells, no CPT, ATP luminescence, 48 h. Potency, µM (series often up to 46.2 µM), without a hit: at the top dose activity change, negative = growth inhibition, most hits filed as inhibitors. hit rate 15% among 420,000. AID 686978, 2013; also: nearly all actives have a fitted effect of over 55% in size
#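 Chicken DT40 Tdp1-/- cells complemented with human TDP1, screened without camptothecin (DMSO vehicle only), 400 cells/well. Compounds pin-transferred, cells incubated at 37 °C for at least 48 hr. Growth read as ATP-dependent luminescence (CellTiter-Glo, 30 min at RT).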
# The depositor's hits bear a star; ? = inconclusive; . = not tested or not shown; [ ] = another dose, or the depositor's remark. Calls follow the shape of the dose curve; as a rule, active = well fitted curve in the direction sought with a large enough effect; inconclusive = small, poorly fitted or top-dose-only effect, or another doubt; inactive = no such curve, though single readings can be large; an effect the other way counts as inactive or inconclusive. % is scaled to controls: 0 for no effect and ±100 for the full control effect; potency is read from the fitted curve at half-maximal effect.
SMILES,GCN5L2 inh,TDP1 cell CPT,TDP1 cell noCPT
CC1Sc2ccc(C(=O)NCc3cccc(C(F)(F)F)c3)cc2NC1=O (stereo not given),-2.0%,?,-29.7%
COc1ccc2oc(C(=O)N(C)Cc3ccc(OC(F)F)cc3)c(C)c2c1,-5.6%,-19.9%,-6.5%
N#CC1(NC(=O)COC(=O)c2nc(Cl)c(Cl)c(N)c2Cl)CCCCC1,-1.9%,-2.2%,-0.2%
CCc1ccc(N2CCn3c2nc2c3c(=O)n(C/C=C/c3ccccc3)c(=O)n2C)cc1,-4.8%,-0.7%,0.7%
O=C1C(=O)N(C/C=C/c2ccccc2)c2ccccc21,-3.3%,0.92µM*,0.581µM*
COc1ccc(-c2noc(CCC(=O)N3CCN(c4ccccc4Cl)CC3)n2)cc1,-7.3%,-6.1%,-22.7%
COC(=O)C1=C(C)NC(=O)C1(NC(=O)c1cc(OC)c(OC)c(OC)c1)C(F)(F)F (stereo not given),-4.4%,-0.4%,4.3%
O=C(Nc1ccc2ncccc2c1)c1ccccc1Br,-8.2%,-20.7%,?
CN(C(=O)c1ccc(NC(=O)Cc2ccc(NC(=O)C3CCCN(C(=O)C4CC4)C3)cc2)cc1)C1CCCC1 (stereo not given),.,?,?
COCCn1c(=O)c(-c2cn(C)c3ccccc23)nc2cncnc21,-16.0%,1.5%,-13.3%
C(=Nc1ccc2ccccc2n1)c1cccnc1,.,?,-11.2%
CCOC(=O)N1CCC(NC(=O)CSCc2nc(-c3ccc(OC)cc3)oc2C)CC1,0.2%,-20.4%,-19.9%
Cc1c(NS(=O)(=O)c2ccc3c(c2)c(=O)n(C)c(=O)n3C)c(=O)n(-c2ccccc2)n1C,-0.6%,?,-26.3%
CCCOc1ccc(-c2nc(N3CCC(C)CC3)c3ccccc3n2)cc1,2.0%,?,?
COc1ccc(C(C)=O)cc1CC(=O)Nc1ccccc1-c1ccccc1,-3.0%,?,-14.1%
COc1cc(-c2cc(NC(C)=O)c3ncc(-c4ccc(C(C)=O)cc4)n3c2)cc(OC)c1OC,.,29.1µM*,?
COc1ccc(C2=CSC3=C(C(=O)c4cccc(S(=O)(=O)N(C)C)c4)CCN23)cc1,5.1%[0.501 µM],23.1µM*,16.4µM*
COc1cccc(S(=O)(=O)Nc2ccc(C(=O)N3CCOCC3)cc2)c1,-6.7%,-7.7%,-11.3%
CN(CC(=O)Nc1ccccc1Cl)C(=O)CSc1nncn1C,-7.4%,-8.8%,7.2%
COc1cccc(N/C(SCc2ccccc2F)=C(/C#N)C(=O)NCc2cccs2)c1,-9.6%,?,?
COc1ccc(/C=N/NC(=O)CCn2cnc(-c3ccccc3)c2-c2ccccc2)cc1,-5.8%,1.64µM*,0.651µM*
COC(=O)c1ccc2c(=O)[nH]c(COC(=O)c3c(-c4ccccc4)noc3C)nc2c1,-0.8%,?,-29.4%
COCCn1c(=O)c(-c2cccc(C#N)c2)nc2cnc(Oc3ccc(OC)cc3)nc21,-8.6%,?,?
O=C(COc1ccc(S(=O)(=O)N2CCOCC2)cc1Cl)N1CCCC1,-1.6%,2.4%,-19.7%
COc1ccc(C)cc1NC(=O)NC1CCCCCCC1,-5.8%,?,?
Cc1[nH]nc(C(F)(F)F)c1N=NN1CCOCC1,.,2.59µM*,3.26µM*
Cc1ccc(CN(C)C(=O)c2ccc3c(c2)NC(=O)CS3)o1,1.1%,?,20.1%
COc1ccc(S(=O)(=O)N(CC(=O)NC2CCCCC2)c2ccc(F)cc2)cc1,2.3%,-15.3%,-20.3%
O=C(CSc1cn(CCNC(=O)c2ccccc2F)c2ccccc12)NCC1CCCO1 (stereo not given),-2.0%,?,?
O=C(CN1C(=O)CCc2cc(S(=O)(=O)N3CCOCC3)ccc21)Nc1cccc(Cl)c1,-2.5%,-27.6%,3.5%
O=S(=O)(c1ccc(NC(=S)N2CCOCC2)cc1)N1CCCCC1,.,-28.7%,14.6µM*
Cc1nnc(NC(=O)c2cc3n(n2)C(C(F)(F)F)CC(C2CC2)N3)s1 (stereo not given),-7.1%,-0.3%,-10.2%
CCCCN1CCCCC1C(=O)Nc1c(C)cc(C)cc1C (stereo not given),1.8%,-2.0%,?
O=C(N/N=C/C(Br)=C/c1ccccc1)c1cc(-c2ccco2)[nH]n1,24.0%,6.51µM*,8.2µM*
COc1ccccc1NS(=O)(=O)c1ccc(NN=C2CCCC2)c([N+](=O)[O-])c1,-5.6%,18.4µM*,16.4µM*
COC(=O)c1ccccc1NC(=O)CCn1nc(C)c2c(C)n(-c3ccccc3)nc2c1=O,?,-25.9%,-22.8%
CN(C)c1ccc(/C=C2\c3ccccc3C(=O)N2c2ccccc2)cn1,.,9.2µM*,-19.9%
CC(C)OC(=O)c1nnc(Cc2ccc(Cl)cc2)o1,-0.9%,3.5%,-14.2%
Cc1oc(-c2ccc(Cl)cc2)nc1CN1CCCC(C(=O)NCc2ccco2)C1 (stereo not given),-7.7%,?,23.1µM*
O=C(CN1CCNCC1)NCCSc1ccc(Cl)cc1,-9.5%,14.6%,-3.6%

# Quoted from the listing:
# Reading of CCCCN1CCCCC1C(=O)Nc1c(C)cc(C)cc1C (stereo not given) under GCN5L2 inh: 1.8%
# Reading of Cc1nnc(NC(=O)c2cc3n(n2)C(C(F)(F)F)CC(C2CC2)N3)s1 (stereo not given) under TDP1 cell CPT: -0.3%
# Reading of Cc1[nH]nc(C(F)(F)F)c1N=NN1CCOCC1 under TDP1 cell CPT: 2.59µM*

# Back to the main list; the 2 compounds before the break are reprinted first.
SMILES,GCN5L2 inh,TDP1 cell CPT,TDP1 cell noCPT
Cc1oc(-c2ccc(Cl)cc2)nc1CN1CCCC(C(=O)NCc2ccco2)C1 (stereo not given),-7.7%,?,23.1µM*
O=C(CN1CCNCC1)NCCSc1ccc(Cl)cc1,-9.5%,14.6%,-3.6%
COc1ccc(S(=O)(=O)N2CCC(C(=O)NCCc3ccc(OC)c(OC)c3)CC2)cc1,.,-29.5%,?
Cc1c(CCC(=O)O)c(=O)oc2cc3occ(-c4ccc(Br)cc4)c3cc12,?,-11.7%,-17.7%
O=C(NC1CCCCC1)C1c2ccccc2OCC(=O)N1Cc1cccnc1 (stereo not given),.,2.5%,0.9%
CCn1c(Cl)c(C=O)s/c1=N\S(=O)(=O)c1ccccc1,-11.4%,0.82µM*,0.366µM*
CC(=O)Nc1ccc2nc(NS(=O)(=O)c3ccc(C)cc3)sc2c1,-2.6%,4.4%,-1.5%
COC(=O)CCc1nc2ccccc2nc1OC,-4.1%,10.2%,-14.9%
COc1cc(NC(=O)Cc2nn(C)c(=O)c3ccccc23)cc(OC)c1OC,-8.5%,?,?
COC(=O)Cc1ccc2c3ccccc3n(C)c2c1,2.8%,-10.8%,0.8%
CCO[C@@H]1OC(C(=O)N2CCN(Cc3ccc4c(c3)OCO4)CC2)=C[C@H](C2CC2)[C@H]1CCCO,-1.4%,?,?
CCOc1ccc2nc(NCCNC(=S)NCCCN(C)C)c(C#N)cc2c1,0.2%,?,25.9µM*
Cc1nc2nc(CNC(=O)OC(C)(C)C)nn2c(C)c1CCC(=O)Nc1ccc2c(c1)OCO2,-28.9%,-5.5%,0.0%
COC(=O)[C@]1(Cc2ccccc2)N[C@H](CN(C)C(=O)C2CCCCC2)[C@@H]2C(=O)N(C)C(=O)[C@@H]21,-5.8%,-0.7%,-8.1%
COc1ccc(S(=O)(=O)Nc2c(C(=O)O)[nH]c3ccccc23)cc1OC,2.0%,-7.1%,5.1%
O=C(CSc1ccc(Cl)cc1)Nc1ccc(N2CCN(C(=O)c3ccc(Cl)cc3)CC2)cc1,-15.3%,18.4µM*,14.6µM*
O=C(c1ccccc1)c1ccccc1C(=O)N1CCN(C(=O)c2ccccc2)CC1,-6.6%,?,?
CC1CCN(S(=O)(=O)c2ccc3c(c2)c(=O)c(C(=O)NCCc2ccccc2)cn3C)CC1,-2.4%,-11.6%,?
O=C(NCCc1ccccc1)c1c(O)c2cccc3c2n(c1=O)CC3,-3.5%,-15.1%,-6.0%
CC1=C(c2ccc(C)cc2)S(=O)(=O)NC1=NCc1ccccc1Cl,-2.0%,23.1µM*,20.6µM*
COCC1CCCCN1C(=O)C1CCN(c2nc(-c3ccccc3)nc3c2CCC3)CC1 (stereo not given),-5.8%,18.4µM*,14.6µM*
O=C(NNC(=S)NC(=O)c1cccs1)c1ccc(NC(=O)c2ccccc2)cc1,1.4%,25.9µM*,?

# As a short view, part of the list above:
SMILES,GCN5L2 inh,TDP1 cell CPT,TDP1 cell noCPT
COc1ccc(S(=O)(=O)N2CCC(C(=O)NCCc3ccc(OC)c(OC)c3)CC2)cc1,.,-29.5%,?
Cc1c(CCC(=O)O)c(=O)oc2cc3occ(-c4ccc(Br)cc4)c3cc12,?,-11.7%,-17.7%

# Single records, from the list above. Order of values: GCN5L2 inh | TDP1 cell CPT | TDP1 cell noCPT
# Listed for CC1CCN(S(=O)(=O)c2ccc3c(c2)c(=O)c(C(=O)NCCc2ccccc2)cn3C)CC1 : -2.4% | -11.6% | ?
# Listed for COc1ccc(S(=O)(=O)N2CCC(C(=O)NCCc3ccc(OC)c(OC)c3)CC2)cc1 : . | -29.5% | ?
# Listed for COc1cc(NC(=O)Cc2nn(C)c(=O)c3ccccc23)cc(OC)c1OC : -8.5% | ? | ?

# The results go on.
SMILES,GCN5L2 inh,TDP1 cell CPT,TDP1 cell noCPT
COc1ccc(CCNC(=O)Cn2c(=O)n(Cc3ccco3)c(=O)c3ccc(Cl)cc32)cc1OC,3.4%,?,23.1µM*
NC(=O)NN=C1CCN2CCCc3cccc1c32,.,-9.1%,-9.5%
O=C(Nc1nc(-c2cccc3ccccc23)cs1)c1ccc2c(c1)S(=O)(=O)c1ccccc1C2=O,1.5%,18.4µM*,9.2µM*
CC(=C1C(=O)c2ccccc2C1=O)N1CCN(C/C=C/c2ccccc2)CC1,0.4%,-6.2%,-18.8%
Cc1ccc(/C=N/Nc2nnc(Cc3ccccc3)c(=O)[nH]2)o1,1.4%,-27.1%,?
COc1cccc(NC(=O)Cn2c(=O)n(CCC(=O)NCc3ccco3)c(=O)c3ccccc32)c1,0.8%,11.6%,6.0%
COc1ccc(NC(=O)N(CCCN(C)C)Cc2cc3cc(OC)ccc3[nH]c2=O)cc1,-6.2%,?,-23.2%
Cn1c(N)c(C(=O)COC(=O)Cc2ccc(Br)cc2)c(=O)n(C)c1=O,1.6%,4.5%,3.6%
COc1ccc(CNC(=O)C(c2ccco2)N(C(=O)c2ccccn2)c2ccccc2)cc1 (stereo not given),0.0%,10.3µM*,23.1µM*
c1ccc(COc2ncnc3c2ncn3CCCNCc2cccs2)cc1,.,-20.8%,?
O=S(=O)(NC1CCCCCC1)c1ccc(Br)s1,-3.3%,?,?
NC(=O)c1nc2c([nH]c1=O)CCCC2,.,-0.4%,4.2%
O=C(O)C1CCCN1c1nc(Cl)ccc1[N+](=O)[O-] (stereo not given),.,7.9%,-3.7%
COc1cc(SC#N)ccc1N=Cc1c(C)[nH]n(-c2cccc3ccccc23)c1=O,?,10.3µM*,10.3µM*
Cc1ccc(NC(=O)CC2S/C(=N/N=C/c3c[nH]c4ccccc34)NC2=O)cc1 (stereo not given),-2.8%,-2.0%,-9.8%
C=CCn1c(C)cc(-c2csc(NC)n2)c1C,-4.2%,?,?
Cc1cccc(C)c1NC(=O)N1CCCC1C(=O)Nc1ccc(-n2cnnn2)cc1 (stereo not given),1.7%,8.5%,?
COc1ccc(N(C(C)=O)S(=O)(=O)c2cccs2)cc1,-2.0%,-11.9%,?
COCC(=O)Nc1cc(C)cn(Cc2ccccc2Cl)c1=O,3.3%,13.1%,1.2%
O=C1CN=C(Nc2ccccc2Cl)N1c1ccccc1,-4.6%,-2.3%,1.9%
CCOc1ccc(NC(=O)CCN2CCN(S(=O)(=O)c3ccc(OC)cc3)CC2)cc1,1.1%,-14.3%,-14.5%
Cc1ccc(C(=O)N2CCN(c3cnn(C)c(=O)c3Cl)CC2)cc1,-6.1%,-17.4%,-9.0%
CCC1S/C(=C(\C#N)C(N)=O)N(c2ccc(F)cc2)C1=O (stereo not given),-0.7%,-12.8%,-29.3%
CCOc1ccc(NC(=O)CSc2ccc(-c3ccco3)nn2)cc1,-12.5%,6.7%,?
CC(=O)Oc1ccccc1C(=O)C=Cc1cccc([N+](=O)[O-])c1,.,10.3µM*,20.6µM*
COc1cc(C2OCC3C(c4ccc(OC5OC(CO)C(O)C(O)C5O)c(OC)c4)OCC23)ccc1O (stereo not given),-1.4%,1.0%,-1.8%
CCC(=O)N(Cc1ccc(C)cc1)Cc1cc2cc3c(cc2[nH]c1=O)OCO3,0.8%,-26.7%,-26.7%
COc1ccc(CCNC(=O)c2cc3c(=O)oc4ccc(C)cc4c3s2)cc1OC,-2.6%,?,?
CC(C)(C)CC(C)(C)NCC(O)COCCOc1ccc(Br)cc1 (stereo not given),-0.8%,5.17µM*,2.31µM*
